# Compound activity deposited in PubChem BioAssay by The Scripps Research Institute Molecular Screening Center.
# OX1R antag-1: blocks the human orexin 1 receptor; actives 1.8% (n = 330,000); inhibition, % at 6.6 µM; O43613; AID 485270; OX1R-expressing cells, FRET antagonist read-out; in the data active means inhibition mostly above about 38%, no sharp cut-off; inactive means mostly below about 40%;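 further: 0% = agonist challenge alone and 100% = reference antagonist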
# Target sequence (O43613 whole entry, looked up): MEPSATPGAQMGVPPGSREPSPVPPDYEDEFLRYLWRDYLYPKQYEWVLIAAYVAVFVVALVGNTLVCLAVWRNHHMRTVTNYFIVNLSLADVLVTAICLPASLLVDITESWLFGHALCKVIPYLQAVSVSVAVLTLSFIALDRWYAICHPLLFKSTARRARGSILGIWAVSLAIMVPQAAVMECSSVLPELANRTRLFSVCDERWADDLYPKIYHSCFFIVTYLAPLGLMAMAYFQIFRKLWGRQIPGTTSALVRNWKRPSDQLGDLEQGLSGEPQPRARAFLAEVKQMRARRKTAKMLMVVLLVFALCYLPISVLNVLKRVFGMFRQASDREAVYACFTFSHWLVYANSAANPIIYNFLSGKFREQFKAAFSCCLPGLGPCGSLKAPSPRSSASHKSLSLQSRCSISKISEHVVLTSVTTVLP
# OX1R antag-2: human HCRTR1 antagonism; CHO/OX1R cells, Fluo-8 calcium fluorescence, orexin A; inhibition, % at 5 µM; AID 434989; actives 0.43% (n = 330,000); O43613;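 active means inhibition above its plate's threshold, mean inhibition of all tested compounds on the plate plus 3 SD, cut at about 37% in these data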;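 further: 0% = orexin A challenge wells and 100% = SB-334867-A antagonist wells; not every result past the cut was called active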
# * hit, by the source's call.
SMILES,OX1R antag-1,OX1R antag-2
CCC1Sc2ccccc2N(CC(=O)NC2CCCC2)C1=O (centres undefined),20,-10
O=S(=O)(Cc1ccccc1)c1nc2ccccc2n1Cc1ccccn1,17,-18
CCn1nc(C)c([N+](=O)[O-])c1C(=O)NNC(=O)c1ccc(Cl)cc1,14,-2
CC1Cc2nc(SCC(=O)NCc3ccco3)n(Cc3ccccc3)c(=O)c2S1 (centres undefined),7,-10
N=C1C(c2ccccc2)=C(O)CN1NC(=O)c1ccc(Cl)cc1,13,0
COc1ccc(OC)c(S(=O)(=O)Nc2ccccc2SC)c1,5,-14
COC(=O)C1SCC2C(=O)N(Cc3ccccc3)CC(=O)N21 (centres undefined),11,-12
COc1ccc(NC2CCCN(C(=O)c3cccc(N4CCNC4=O)c3)C2)cc1 (centres undefined),8,-22
CCc1c(C)sc(NC(=O)C2CC2c2ccccc2)c1C(N)=O (centres undefined),8,-28
Cc1ccc(Nc2nc(N)nc(CSC(=S)N3CCOCC3)n2)c(C)c1,16,-24
C=CCN1C(=O)/C(=C\c2cccs2)C(C(=O)OC)=C1C,19,-34
O=C(NC(=S)Nc1ccccn1)c1ccc([N+](=O)[O-])cc1,27,2
COCc1ccc(C(=O)NC2CCCc3c2cnn3-c2ccc(C)c(C)c2)o1 (centres undefined),27,-4
COc1ccc(NS(=O)(=O)c2ccc(NS(=O)(=O)c3ccc(C)cc3)cc2)nn1,12,-13
COc1ccc(CCNC(=O)C2=CCN(S(=O)(=O)c3ccc(F)cc3)CC2)cc1OC,10,-18
COc1ccc(/C=N/N=C2\CC3CCC2(C)C3(C)C)cc1O (centres undefined),12,-14
COC(=O)C1=C(C)NC(=O)C1(NC(=O)c1ccncc1)C(F)(F)F (centres undefined),15,6
O=C(NNC(=O)c1sccc1-n1cccc1)c1cccc(Cl)c1,58,5
CC(=O)Oc1ccc(C(=O)Nc2cc(C)on2)cc1,-2,-9
CCOc1ccc(S(=O)(=O)N(CC)CC(=O)NCc2ccncc2)cc1C,19,-45
COc1ccc(N2CCN(Cc3cc(=O)oc4cc(-c5ccccc5)c(O)cc34)CC2)cc1,12,-18
CC(C)c1cc(C(=O)N/N=C/C(Br)=C/c2ccccc2)n[nH]1,26,6
CC(=O)Nc1cccc(NC=C(C#N)C#N)c1,15,-19
CC(C)(C)CNC(=O)c1ccc2c(c1)S(=O)(=O)c1cc(Cl)ccc1C2=O,15,-26
Cc1ccc(-n2nnnc2CSc2nnc(-c3ccc(O)cc3)o2)cc1,16,1
SMILES,OX1R antag-1,OX1R antag-2
O=S(=O)(c1cccc(-c2csc(N/N=C/c3ccco3)n2)c1)N1CCOCC1,14,-9
COCCNC(=O)CCc1nc(-c2ccccc2)no1,16,-4
CCN1CCN(c2ccc(S(=O)(=O)N3CCCCC3)cc2N)CC1,6,6
Cc1nc2ccccc2n1C(C)c1ccccc1 (centres undefined),2,-11
C=CCOc1ccc(/C=C2\SC(=S)N(CCC(=O)O)C2=O)cc1,17,-16
CC(C)n1nnnc1SCC(=O)NCc1cccs1,19,-4
C=CCNc1nc(=S)[nH]c2cc(OC)c(OC)cc12,13,-7
O=C(COc1ccc(Br)cc1CNC1CCCC1)Nc1ccccc1,14,-11
Cc1cc(/C=C2\SC(=S)N(C)C2=O)c(C)n1-c1ccc(O)cc1,10,-1
c1ccc(Cn2nnc3ccccc32)cc1,7,-15
CCCc1ccc(OCc2nc(-c3ccc(NC(=O)c4ccco4)cc3)no2)cc1,17,-14
O=C1C(Cl)=C(NC2CCCCC2)C(=O)N1c1ccc(Cl)cc1,17,-18
CC(C)NC(=O)NC(=O)CSc1nnc(COc2ccccc2F)n1C(C)C1CC2CCC1C2 (centres undefined),0,5
Cc1nc2c3ccccc3nc(NNC(=O)CCC(=O)NCCN3CCN(c4ccccc4)CC3)n2n1,11,-24
CCc1nnc(NC(=O)C2CCCO2)s1 (centres undefined),11,-18
Fc1ccc(Br)cc1C1C=C(c2cccnc2)Nc2ncnn21 (centres undefined),19,-16
COc1cc(/C=N/N(C)C)ccc1OC(=O)c1cccs1,3,-10
CN(C)S(=O)(=O)n1cnc([C@@H]2[C@H]3C(=O)OC[C@@H]3C[C@@]23N=CN(Cc2ccccc2)C3=O)c1,5,-20
O=C(OCC(=O)N1CCN(c2ccccc2)CC1)c1ncc(Cl)c(Cl)c1Cl,15,-21
O=C(COc1c(F)c(F)cc(F)c1F)NNC(=O)CC1CCS(=O)(=O)C1 (centres undefined),6,-10
COCCCNC(=O)Cn1ccc(NC(=O)OCc2ccccc2)nc1=O,9,5
COc1cc2c(cc1NC(=O)C(C)Sc1ccc(NC(C)=O)cc1)oc1ccccc12 (centres undefined),49,16
CCN(CC(=O)Nc1ccc([N+](=O)[O-])cc1OC)CC(=O)NC(C)(C)C,31,-28
COc1ccc(CCN2C(=O)CSC2c2ccc(F)cc2)cc1 (centres undefined),15,-24
CC(=O)c1cccc(NS(=O)(=O)c2csc(C(N)=O)c2)c1,-9,-26
SMILES,OX1R antag-1,OX1R antag-2
COc1ccc(-c2nnc(SCc3nnc(-c4ccc(Cl)cc4)o3)n2-c2ccccc2)cc1,15,-14
CC(=O)NC1(C(F)(F)F)C(=O)Nc2c1c(=O)[nH]c(=O)n2CCc1ccccc1 (centres undefined),2,-1
COc1ccccc1C(=O)Nc1cccc2nc(C)ccc12,20,-26
Cc1ccc(N2CC(C(=O)Nc3ccc4c(c3)OCCO4)CC2=O)cc1C (centres undefined),15,-22
O=C(CSc1ncn[nH]1)NCCOc1ccccc1,5,-5
COC(=O)c1ccc[n+](CC(=O)c2ccc(Br)cc2)c1,15,-14
CCOC(=O)C1C(c2ccc3c(c2)OCO3)NC(=O)NC1(O)C(F)(F)F (centres undefined),20,-5
COCCN(C(=O)COC(=O)/C=C/c1cccs1)c1c(N)n(Cc2ccccc2)c(=O)[nH]c1=O,24,6
CCN(CC)S(=O)(=O)c1ccc2nc(SC)sc2c1,23,-19
O=C(NCc1ccccn1)C1CCN(Cc2cccc(OCc3ccccc3)c2)CC1,11,-44
Cc1ccc(S(=O)(=O)N2CCOCC2)cc1NCC(=O)Nc1ccc(OC(F)(F)F)cc1,13,-7
COc1ccccc1N(CC(=O)Nc1cccc(C(F)(F)F)c1)S(C)(=O)=O,6,-25
CCOC(=O)c1ccc(-n2c(=O)[nH]c3ccccc3c2=O)cc1,36,5
CN(C)c1ccc(C(=O)OCC#CCSc2nnc(-c3cccc4ccccc34)o2)cc1,10,14
Cn1c(=O)oc2cc(S(=O)(=O)CCC(=O)NCCc3ccccc3)ccc21,1,-6
O=C(NCCc1ccc(OC(F)F)cc1)C1CC(=O)N(c2ccc3c(c2)OCCO3)C1 (centres undefined),8,-13
c1ccc(CCc2nn3c(C4COc5ccccc5O4)nnc3s2)cc1 (centres undefined),13,-20
NS(=O)(=O)c1ccc(CCNC(=O)c2ccc(Cn3c(=O)[nH]c4ccccc4c3=O)cc2)cc1,-18,-7
Cc1ccc(N/N=C/c2cccnc2)cc1,15,-31
COc1ccccc1N(C)S(=O)(=O)c1ccc(Cl)c(C(=O)Nc2cccc(C)n2)c1,37,-21
CC1=Nc2nc(N3CCCCC3)c(C#N)c3c4c(nc(c23)N1)N(c1ccc(C(C)C)cc1)C(=O)C4,10,-15
CN(C)c1ccc(NC(=O)Nc2ccc3c(c2)nnn3C)cc1,14,-19
Cc1cc(C)c(NC(=O)CNC(=O)c2cc([N+](=O)[O-])ccc2N2CCOCC2)c(C)c1,27,-27
c1ccc(CCCNc2ncnc3nc[nH]c23)cc1,21,-1
Cc1cc(C)c(S(=O)(=O)Nc2cc(SCC(=O)O)c(O)c3ccccc23)cc1C,58*,-15
SMILES,OX1R antag-1,OX1R antag-2
CCOC(=O)CNC(=O)C1(c2ccccc2)CCCC1,16,-11
Cc1ccc(N/N=C/c2ccc3c(c2)OCCO3)cc1Cl,6,-3
NC(=O)c1c(NC(=S)Nc2ccccc2)sc2c1CCCC2,7,-22
COc1ccccc1NC(=S)Nc1ccccc1F,19,3
CCC(=O)OCc1c(C(F)(F)F)nn(C)c1Sc1ccc(F)cc1,14,-10
COC(CNC(=O)Cc1c(C)nc2c(-c3ccccc3)c(C)nn2c1C)OC,6,-12
C=CCN(C(=O)CCC(=O)O)C1CC(=O)N(c2ccc(OC)cc2)C1=O (centres undefined),2,-23
C[C@H]1CCC[C@]2(O[C@@H](CCO)C[C@@H](O)[C@@H]2O)O1,9,2
CCc1cccc2c(C(=O)CN3C(=O)N(C)C4(CCCCC4)C3=O)c[nH]c12,16,-17
O=C1OCCC1Sc1nc2cc(Cl)ccc2n1Cc1ccccc1 (centres undefined),11,-25
CC(C)NC(=S)Nc1ccc2[nH]c(=O)[nH]c2c1,25,-13
COCCN1CCN(C(=O)c2ccc3nc(Cc4ccccc4F)oc3c2)CC1,21,-19
CC1CCCCC1NC(=O)/C(C#N)=C/c1ccccc1F (centres undefined),14,-30
CCC(=O)Nc1ccc(C(=O)OCc2ccccc2Cl)cc1,29,-10
Cc1ccc(-n2nnc3c(=O)n(CC(=O)NCc4ccccc4)cnc32)cc1,14,-4
O=C1CC(c2ccc3c(c2)OCCO3)Oc2ccccc21 (centres undefined),4,-4
COc1ccc2c(=O)cc(-c3ccccc3)n(C)c2c1,9,4
CCC(C)(C)n1nnnc1C(c1cccs1)N1CCN(c2nc3ccccc3s2)CC1 (centres undefined),5,-25
O=C(Nc1ccccc1Cl)NC1(C(=O)NCc2cccnc2)CCCCC1,16,-14
CCN1CCN(c2nc(Nc3cccc(OC)c3)nc(N)c2[N+](=O)[O-])CC1,7,-14
COc1cccc2c1CCc1c-2nc2ccccc2c1C(=O)O,2,1
Cc1cccnc1NC1CCCCC1,18,1
Cc1[nH]c2ccccc2c1C(=O)NS(=O)(=O)Nc1ccc(F)cc1,17,-20
O/N=C1\CCCC\C1=C/c1ccccc1,21,-15
COC(=O)[C@]1(C)N[C@H](CN(C)C(=O)c2ccc(C)cc2)[C@@H]2C(=O)N(Cc3ccccc3)C(=O)[C@@H]21,2,5
SMILES,OX1R antag-1,OX1R antag-2
O=C(Nc1cccc(F)c1)c1cccc2c1C(=O)N(C1CCCCC1)C2,13,-1
Cc1nn(CCC#N)c2nc(C(F)(F)F)[nH]c(=O)c12,18,-2
COC(=O)c1ccc(C(=O)OC)c(NC(=O)CCC(=O)O)c1,-4,-4
Cc1cc(C)c(CNC(=O)c2cc(C3CC3)nc3c2cnn3C(C)C)c(=O)[nH]1,4,2
COc1ccc(NC(=O)C2CCN(S(=O)(=O)c3cn(C)nc3C)CC2)cc1,4,-13
CC1CC(C)(C)NC(=S)N1CC(=O)N(C)Cc1ccccc1 (centres undefined),23,1
COc1cccc(-c2cc(C(=O)NCCCn3ccnc3)no2)c1,16,-7
CNC(=S)N1CCC(NC(=O)c2ccco2)CC1,11,-10
c1ccc2[nH]c(C3CC3)nc2c1,30,-15
Cc1ccc(C2=Nc3ccccc3SC(c3cccc([N+](=O)[O-])c3)C2)cc1 (centres undefined),8,-29
O=C(CS(=O)c1cccc(C(F)(F)F)c1)Nc1ccccc1Cl (centres undefined),3,-2
O=C(c1sc2cc(F)ccc2c1Cl)N1CCN(c2cccc(Cl)c2)CC1,14,-49
CSCCC(NS(=O)(=O)c1ccc(F)cc1)C(=O)NCc1ccc(S(N)(=O)=O)cc1 (centres undefined),3,9
O=C(OCCN=C1NS(=O)(=O)c2ccccc21)C1CC(=O)N(c2ccc(Cl)cc2)C1 (centres undefined),-4,-11
Cc1ccc(-c2cnn(-c3cccc([N+](=O)[O-])c3)c2N)cc1,16,-42
Cc1c(O)ccc2c(CN(C)Cc3ccccc3)cc(=O)oc12,35,-10
CCOc1cc(/C=N\NC(=O)Cn2nnc3ccccc32)ccc1O,23,-7
Cc1cccc(C)c1NC(=O)CSc1nnc(CCCCCNC(=O)OC(C)(C)C)o1,11,-19
Cc1cccc(N/C=C/C(=O)c2ccc(Cl)cc2)c1,9,-14
O=C1/C(=C/c2ccncc2)SC(=S)N1Nc1ccccc1,8,-8
CC1(O)c2ccccc2C(=O)N1CCc1ccccc1F (centres undefined),18,-20
CC(C)C(=O)NC(c1ccc(Cl)cc1Cl)c1ccc2cccnc2c1O (centres undefined),21,-16
COc1ccc2nc(NC(=O)CCN3C(=S)NC(C)(C)CC3C)sc2c1 (centres undefined),7,-40
CCOc1ccc2nc3c(cc2c1)CN(CCOC)C(=NC)S3,23,-29
Cc1ccc(CNC(=O)C2(S(=O)(=O)c3ccccc3)CC=CC2)cc1,50,0
